NR2E3 ag-1 – NR2E3 agonists in two-hybrid cells, primary screen, cell-based, luminescence, CHO-S, Gal4-NCOR/VP16-NR2E3. luciferase. inhibition of corepressor binding, % at 3.98 µM. 360,000 tested, 0.35% active. AID 602229, 2012;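 active = inhibition above the mean of all tested compounds plus 3 SD, cut at about 70% in these data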;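 note: 0% = DMSO with NR2E3 transfected cells and 100% = cells lacking NR2E3 construct; higher means lower luciferase signal from less NR2E3 corepressor binding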
Target sequence (Q9Y5X4 whole entry, looked up, the tested form may be a part): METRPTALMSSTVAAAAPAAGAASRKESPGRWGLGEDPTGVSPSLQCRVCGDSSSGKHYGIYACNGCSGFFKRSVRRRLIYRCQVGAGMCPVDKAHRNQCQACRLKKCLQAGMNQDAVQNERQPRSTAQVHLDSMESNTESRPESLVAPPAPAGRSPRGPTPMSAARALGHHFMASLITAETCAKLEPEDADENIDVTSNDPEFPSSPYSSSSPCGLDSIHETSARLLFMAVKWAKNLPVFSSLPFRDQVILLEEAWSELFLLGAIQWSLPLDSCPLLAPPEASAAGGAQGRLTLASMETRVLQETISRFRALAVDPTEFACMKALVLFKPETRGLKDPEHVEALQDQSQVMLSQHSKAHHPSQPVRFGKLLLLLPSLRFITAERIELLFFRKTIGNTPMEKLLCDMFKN
PDI turbidity – inhibitors of human PDI, primary screen, biochemical, turbidity, single point, plate reader | Protein disulfide-isomerase (Homo sapiens), P07237 | PDI insulin aggregation turbidity, A650, 90 min | 350,000 tested, 0.052% active | inhibition, % at 10 µM;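 active = mean inhibition across replicates of 30% or more, whatever share of single replicates reach that level; inconclusive = mean inhibition below 30% while every single replicate reaches 30%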;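 note: absorbance from insulin aggregation driven by PDI reduction with DTT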
Target sequence (P07237 whole entry, looked up): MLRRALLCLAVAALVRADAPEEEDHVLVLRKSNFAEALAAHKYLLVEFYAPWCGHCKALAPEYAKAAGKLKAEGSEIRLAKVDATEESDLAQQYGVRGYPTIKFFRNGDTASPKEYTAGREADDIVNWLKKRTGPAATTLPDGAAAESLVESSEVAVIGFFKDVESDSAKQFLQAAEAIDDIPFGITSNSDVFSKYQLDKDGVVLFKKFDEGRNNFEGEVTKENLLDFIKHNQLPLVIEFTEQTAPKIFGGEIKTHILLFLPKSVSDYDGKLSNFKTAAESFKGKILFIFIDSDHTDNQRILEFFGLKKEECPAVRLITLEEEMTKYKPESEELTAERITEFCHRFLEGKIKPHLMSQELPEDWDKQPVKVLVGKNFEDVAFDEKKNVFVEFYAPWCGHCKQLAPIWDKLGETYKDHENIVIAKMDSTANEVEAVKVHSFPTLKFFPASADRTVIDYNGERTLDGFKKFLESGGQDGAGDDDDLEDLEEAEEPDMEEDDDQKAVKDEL
Peg3 promoter – Peg3 promoter-driven luciferase inhibitors, primary screen, cell-based, HeLa, luciferase luminescence. HeLa PEG-Prom luciferase reporter, overnight. inhibition, % at 20 µM. 360,000 tested, 1.7% active;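 active = inhibition of at least 50% at 20 µM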
MITF TRPM1 inh – inhibitors of MITF-dependent TRPM1 promoter reporter, primary screen, cell-based, SK-MEL-5, single point, luciferase; 330,000 tested, 0.83% active; SK-MEL-5 TRPM1 promoter luciferase, 24 h; inhibition, % at 12.5 µM;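 active = mean inhibition across replicates of 60% or more, whatever share of single replicates reaches that level; inconclusive = some that reach 60%, reason not given; inactive = mean inhibition across replicates below 60%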; note: values of inactives mirror those of a sister screen read the other way
NR2E3 ag-2 – inhibitors of NR2E3-RetCOR corepressor binding, primary screen, NR2E3 agonist project, biochemical, TR-FRET, GST-NR2E3, biotin-RetCOR. inhibition of corepressor binding, % at 4.78 µM. AID 2300, 2010. 320,000 tested, 0.12% active. 1536-well;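 active = percent inhibition above the cutoff of mean plus 3 SD of all tested compounds, set per screening campaign, cut at about 20% in these data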;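 note: 0% = DMSO wells and 100% = biotin wells as full block of FRET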
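System: GST-tagged NR2E3 plus biotinylated RetCOR corepressor; Amount: 1.35 nM GST-tagged NR2E3 final; Dosing: single nominal compound dose of 4.8 µM; Schedule: 5 h incubation at 4 °C; Technique: TR-FRET with europium anti-GST and streptavidin-D2, 340 nm excitation; Controls: biotin wells as high control, 0.6% DMSO wells as low control.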
HIF-2a block – HIF-2a reporter inhibitors, primary screen, luminescence, 786-0 RCC cells | 360,000 tested, 0.72% active | 786-0 RCC cells HIF-2a reporter, luciferase luminescence, overnight | inhibition, % at 18.8 µM | AID 624352, 2012;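 active = inhibition of the luminescence signal of 40% or more relative to plate controls, in a single-dose primary screen at 18.75 µM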
CaV13 ICDI inh – Disruptors of the CACNA1D IQ motif to Ca2+-dependent inactivation inhibitor domain association, primary screening, Förster resonance energy transfer in intact living …. HEK cells, CFP/YFP FRET ICDI-IQ, plate reader, 10 min; percent FRET-ratio fall versus neutral wells. inhibition, % at 12.3 µM. 340,000 tested, 0.098% active. AID 743397;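 active = mean replicate inhibition of at least 30% and at least 1% of replicates passing that level; inconclusive = only one of the two criteria is met; inactive = neither criterion is met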;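 note: 0% = median of the neutral control wells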
CF NFkB inh – inhibitors of PAF-induced NF-kB signaling, primary screen, cell-based, GFP fluorescence, uHTS | inhibition, % at 5 µM | KKLEB NF-kB-GFP reporter, GFP fluorescence overnight | 360,000 tested, 0.86% active;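 active = at least 50% inhibition at 5 µM, scaled per plate between neutral and stimulator controls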;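 note: PAF is a Pseudomonas aeruginosa culture filtrate used as stimulus; plate controls were PAF-stimulated DMSO wells for no effect and unstimulated DMSO wells for full effect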
Vif imaging – HIV Vif self-association inhibitors, primary screen, imaging, HEK293T, single point; inhibition, % at 7.49 µM; AID 602346, 2012; HEK293T cells, Vif self-association by quenched fluorescence, 24 h; 340,000 tested, 0.35% active; in the data active = inhibition above about 50%, passing the limit was not always enough; inconclusive = no clear call, values can overlap the other calls; inactive = below about 31%; note: some results filed as inactive read as strong as hits
KKLEB tox – cytotoxicity in KKLEB CF airway cells, primary screen, cytotoxicity control for CF NF-kB inhibitor project, cell-based, uHTS, fluorescence assay plates. KKLEB CF airway cells viability, ATPlite luminescence, overnight; active compounds read low; cells stimulated with P. aeruginosa culture filtrate. activity change (cytotoxicity), % at 5 µM. 360,000 tested, 0.36% active. AID 602141, 2011;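 active = corrected activity change at or below -50% at 5 µM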
Shn3 inh set2 – reduction of Shn3 3'UTR firefly luciferase signal, primary screen, Schnurri-3 inhibitor project, cell-based, Clone20 osteoblasts, set 2; inhibition, % at 12.5 µM; AID 588674, 2011; 360,000 tested, 0.52% active; Clone20 osteoblast Shn3 3'UTR firefly luciferase, 24 h;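 active = mean inhibition of at least 75% with every replicate also reaching 75%; inconclusive = mean inhibition at least 75% but some replicate below; inactive = mean inhibition below 75%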;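 note: 0% = median of neutral control wells and 100% = pilot-screen positive control compound; some compounds past the cut are filed as inactive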
* = called active by the depositor; ? = inconclusive; . = no result given.

Letters – A = NR2E3 ag-1; B = PDI turbidity; C = Peg3 promoter; D = MITF TRPM1 inh; E = NR2E3 ag-2; F = HIF-2a block; G = CaV13 ICDI inh; H = CF NFkB inh; I = Vif imaging; J = KKLEB tox; K = Shn3 inh set2
1: CCn1c(SCC(=O)Nc2ccc(OC)c(OC)c2)nc2c(c1=O)SCC2
  A: -2	B: 5	C: 18	D: 7	E: 6	F: 13	G: -6	H: 15	I: .	J: -14	K: 3

2: Cc1ccc(CSc2ncnc3c2cnn3-c2ccc(C)cc2)cc1
  A: -73	B: 4	C: -246	D: -47	E: 3	F: -155	G: -3	H: 5	I: 6	J: -7	K: -2

3: O=C1CC(c2ccco2)Cc2c1cnn2-c1nc2ccccc2s1 (configuration not stated)
  A: 6	B: 16	C: 12	D: 3	E: -1	F: 18	G: -5	H: -4	I: ?	J: -4	K: -3

4: O=S(=O)(NCC(c1cccnc1)N1CCN(c2ccccc2)CC1)c1cccs1 (configuration not stated)
  A: -40	B: 0	C: 7	D: 8	E: 3	F: 12	G: -5	H: -2	I: 8	J: 4	K: 0

5: CC1CC(OCC(O)CN2CCCCC2C)CC(C)(C)C1 (configuration not stated)
  A: 0	B: 12	C: 17	D: -10	E: 1	F: 24	G: -22	H: -23	I: -1	J: 0	K: 13

6: COc1nc(N)nc2nc[nH]c12
  A: 0	B: 0	C: -7	D: -2	E: -1	F: 2	G: -5	H: -10	I: -7	J: 10	K: 2

7: N#Cc1c[nH]n2c(=O)cc(Cc3ccccc3)nc12
  A: -7	B: 4	C: -6	D: -1	E: 6	F: 8	G: .	H: 8	I: 6	J: 4	K: 3

8: CCCCn1cc(S(=O)(=O)c2ccccc2)c(=O)c2cc(C)ccc21
  A: -5	B: -1	C: 19	D: -11	E: 2	F: 12	G: -7	H: -4	I: -7	J: 17	K: 2

9: CCC1CCCCN1C(=O)CSc1nc2c(c(=O)n1C)SC(C)C2 (configuration not stated)
  A: 3	B: 6	C: 2	D: 0	E: 2	F: 14	G: .	H: -3	I: -1	J: 17	K: 6

10: COc1ccc(Cl)cc1C(=O)OCC(=O)N(C)CC(=O)Nc1ccc(F)cc1
  A: 9	B: 6	C: 4	D: 6	E: -2	F: 7	G: -8	H: 13	I: 5	J: -2	K: 3

11: Cc1[nH]n2c(=O)c3c(nc2c1-c1ccc(Cl)cc1)CCC3
  A: -5	B: -3	C: 33	D: 18	E: 3	F: 26	G: .	H: -1	I: -4	J: -25	K: 32

12: O=C(COc1ccc2c(c1)OCO2)Nc1cccc(F)c1
  A: -1	B: -24	C: -357	D: -81	E: 3	F: -259	G: -4	H: -2	I: 5	J: -20	K: -110

13: Cn1c(=O)[nH]c(=O)c2c1nc1n2CCN1Cc1ccccc1
  A: -9	B: -5	C: 13	D: 7	E: -1	F: -6	G: -9	H: -3	I: .	J: 3	K: -48

14: Cc1cc(NC(=O)c2ccccc2)no1
  A: -76	B: 7	C: -124	D: -47	E: 1	F: -180	G: -3	H: 6	I: -2	J: -4	K: -52

15: CCC(C)N=C1Sc2nc3ccc(C)cc3cc2CN1CCOC (configuration not stated)
  A: -31	B: -5	C: -49	D: -12	E: 6	F: -24	G: -1	H: 3	I: 10	J: 0	K: -23

Laid out differently: entries from further up.
#5 CC1CC(OCC(O)CN2CCCCC2C)CC(C)(C)C1 (configuration not stated)
#3 O=C1CC(c2ccco2)Cc2c1cnn2-c1nc2ccccc2s1 (configuration not stated)
assay / entry	5	3
NR2E3 ag-1	0	6
PDI turbidity	12	16
Peg3 promoter	17	12
MITF TRPM1 inh	-10	3
NR2E3 ag-2	1	-1
HIF-2a block	24	18
CaV13 ICDI inh	-22	-5
CF NFkB inh	-23	-4
Vif imaging	-1	?
KKLEB tox	0	-4
Shn3 inh set2	13	-3

More compounds:
Letters – A = NR2E3 ag-1; B = PDI turbidity; C = Peg3 promoter; D = MITF TRPM1 inh; E = NR2E3 ag-2; F = HIF-2a block; G = CaV13 ICDI inh; H = CF NFkB inh; I = Vif imaging; J = KKLEB tox; K = Shn3 inh set2
16: Nc1ccc(/C=C/c2ccc3ncccc3c2)cc1
  A: -174	B: 2	C: -272	D: 12	E: 3	F: -96	G: -6	H: -4	I: 9	J: -8	K: -17

17: CCCc1nn(C)c(C(=O)Nc2cccc(Cl)c2)c1Cl
  A: 15	B: 10	C: -22	D: -8	E: -1	F: -10	G: -3	H: 1	I: -3	J: 10	K: -22

18: COCc1nnc(NC(=O)c2ccc(S(=O)(=O)N3CCOCC3)cc2)o1
  A: -1	B: 15	C: 8	D: -10	E: 2	F: 18	G: -3	H: 12	I: -7	J: 13	K: -10

19: O=C(CCc1ccc(O)c(O)c1)NNC(=S)Nc1ccc(Br)cc1Cl
  A: -22	B: 5	C: -1	D: -1	E: 2	F: 14	G: 2	H: 1	I: 0	J: -2	K: 6

20: Oc1ccccc1-n1c(-c2ccccc2)ccc1-c1ccccc1
  A: -15	B: -8	C: 57*	D: 5	E: -1	F: -70	G: -3	H: 38	I: 4	J: -37	K: 8

21: CC(OC(=O)c1oc2ccccc2c1CSC1CCCCC1)C(=O)NC(N)=O (configuration not stated)
  A: 3	B: -1	C: 33	D: -2	E: 0	F: 22	G: -2	H: 18	I: -10	J: -31	K: -9

22: COc1ccc(N(CC(=O)NCC2CCCO2)S(=O)(=O)c2ccccc2)cc1OC (configuration not stated)
  A: -14	B: 3	C: 8	D: 31	E: 3	F: 21	G: -3	H: -7	I: -17	J: -1	K: 1

23: C#CCNC(=O)C1=C[C@H](c2cn(C(C)=O)c3ccccc23)C[C@H](OCc2ccc(CO)cc2)O1
  A: 14	B: -4	C: 36	D: 8	E: 0	F: 13	G: -6	H: -29	I: -3	J: 8	K: 5

24: CCC(C)C(NC(=O)c1ccccc1NC(=O)c1ccco1)C(=O)O (configuration not stated)
  A: 12	B: -4	C: 8	D: 8	E: -3	F: 18	G: -6	H: -14	I: -18	J: -4	K: -8

25: Cc1ccc(-c2nc3ncccn3c2NC(=O)C2CC2)cc1
  A: -2	B: 6	C: 10	D: 13	E: 5	F: 11	G: .	H: 16	I: 3	J: 11	K: -9

26: CC(C)=CCc1c(O)cc2c(=O)c3ccc(O)cc3oc2c1O
  A: -20	B: .	C: -264	D: .	E: 0	F: -92	G: .	H: -4	I: -13	J: 12	K: -39

27: O=C(O)c1cc2ccccc2c(=O)s1
  A: -16	B: 14	C: -96	D: 16	E: -2	F: 12	G: .	H: 5	I: .	J: -2	K: 19

28: CN1CCN(C(=O)c2cccc(NS(=O)(=O)c3ccc(Br)cc3)c2)CC1
  A: -35	B: -2	C: 13	D: 3	E: 4	F: 17	G: -3	H: -19	I: 3	J: 30	K: -3

29: Cc1onc(-c2c(Cl)cccc2Cl)c1C(=O)c1ccccc1
  A: -10	B: 6	C: 11	D: -1	E: 0	F: 1	G: -3	H: -18	I: -21	J: -2	K: 18

30: Cc1ccccc1N(CC(=O)N1CCN(Cc2ccccc2)CC1)S(C)(=O)=O
  A: -20	B: -5	C: -5	D: .	E: .	F: -7	G: -5	H: 11	I: -2	J: -5	K: -9

31: CCOc1ccccc1NC(=O)CNC(=O)Cc1ccccc1
  A: -30	B: -3	C: 23	D: -5	E: -2	F: 22	G: -3	H: -7	I: -13	J: 11	K: 5

32: CCOc1cc(CNn2cnnc2)ccc1OCC(=O)NC1CCCCC1
  A: -11	B: 2	C: 2	D: 2	E: 0	F: -6	G: -11	H: 15	I: -3	J: -5	K: 11

33: O=C(Cn1ncc(Cl)c(Cl)c1=O)N1CCN(Cc2ccccc2)CC1
  A: 13	B: -2	C: 103*	D: 98*	E: .	F: 96*	G: -1	H: 88*	I: 0	J: -68*	K: 61

34: Nc1c(C(=O)c2ccccc2)sc2nsc(SCCN3CCCC3)c12
  A: -18	B: -4	C: -4	D: -50	E: 4	F: -355	G: -23	H: 0	I: .	J: -37	K: -51

35: CCCCn1c(N)c(N(CCOC)C(=O)C2CC(=O)N(Cc3ccco3)C2)c(=O)[nH]c1=O (configuration not stated)
  A: -2	B: -12	C: 5	D: 11	E: -1	F: 7	G: -3	H: 10	I: 3	J: -10	K: -14

36: CC(NCC(O)COC1CCC(C(C)(C)C)CC1)c1ccccc1 (configuration not stated)
  A: 28	B: 9	C: 64*	D: -6	E: 1	F: 10	G: 10	H: 6	I: -8	J: -8	K: -1

37: CCN(CC)CCN1C(=O)C(=O)/C(=C(/O)c2cnn(-c3ccccc3)c2C)C1c1cccnc1 (configuration not stated)
  A: -26	B: 2	C: -8	D: 11	E: 1	F: -10	G: 1	H: -7	I: 0	J: 8	K: 6

38: CN(Cc1ccccc1F)C(=O)c1cccc(NC(=O)CC2SC(N3CCCCC3)=NC2=O)c1 (configuration not stated)
  A: 1	B: 8	C: 17	D: 24	E: .	F: 5	G: -6	H: 9	I: -14	J: 8	K: 41

39: CCC(C)(C)n1nnnc1CN(Cc1cccs1)Cc1cc2cc(OC)ccc2[nH]c1=O
  A: -20	B: 1	C: 3	D: 1	E: 0	F: -11	G: -9	H: 15	I: 5	J: -5	K: 2

40: O=C(COc1ccc(Cl)cc1Br)Nc1nnc(C2CC2)s1
  A: -2	B: 13	C: -59	D: -32	E: 0	F: -62	G: -5	H: 5	I: 9	J: -5	K: -81

41: O=C1C=C(c2ccc(CO)cc2)C[C@@H](c2ccc(F)cc2)C1
  A: -8	B: 4	C: 13	D: .	E: .	F: -33	G: -6	H: -11	I: 5	J: 0	K: 0

Screening data deposited in PubChem BioAssay by several laboratories.

The order is random; any-hit rate near 3.3%.
